# Compound activity as filed in PubChem BioAssay.
# FLuc counter: qHTS profiling assay for firefly luciferase inhibitor/activator using purifed enzyme and Km concentrations of substrates (counterscreen for miR-21 project). 360,000 tested, 6.9% active. purified FLuc, Km substrates, luminescence inhibition. AID 588342, 2011. Luciferin 4-monooxygenase (Photinus pyralis), P08659. Potency, µM (doses to about 57.5 µM), without a hit: top-dose activity change, negative = inhibition, hits mostly inhibitors;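 also: plate controls were vehicle for no effect and reference inhibitor for full effect; nearly all actives have a fitted effect of over 55% in size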
# Target sequence (P08659 whole entry, looked up): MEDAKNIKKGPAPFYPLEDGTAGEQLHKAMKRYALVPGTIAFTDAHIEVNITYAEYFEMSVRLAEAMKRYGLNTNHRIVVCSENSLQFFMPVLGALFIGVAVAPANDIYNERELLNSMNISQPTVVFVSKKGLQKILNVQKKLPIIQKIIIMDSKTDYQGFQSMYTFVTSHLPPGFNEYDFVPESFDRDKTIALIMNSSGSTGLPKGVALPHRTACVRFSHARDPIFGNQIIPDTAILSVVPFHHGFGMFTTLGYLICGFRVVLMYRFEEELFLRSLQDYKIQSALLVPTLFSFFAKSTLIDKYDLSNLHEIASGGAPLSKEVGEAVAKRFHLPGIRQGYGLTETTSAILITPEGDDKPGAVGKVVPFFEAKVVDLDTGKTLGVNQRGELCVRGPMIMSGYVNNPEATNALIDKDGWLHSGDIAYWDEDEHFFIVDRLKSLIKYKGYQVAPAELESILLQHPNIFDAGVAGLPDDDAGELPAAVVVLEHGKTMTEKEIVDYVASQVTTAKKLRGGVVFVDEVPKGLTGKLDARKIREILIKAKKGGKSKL
#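 Purified P. pyralis luciferase, 10 nM final, with Km-level 10 uM D-luciferin and 10 uM ATP in 50 mM Tris acetate pH 7.5, 10 mM Mg acetate, 0.01% Tween-20, 0.05% BSA; 6-point qHTS titration about 60 µM downward; luminescence read.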
# ELG1 genotoxic: qHTS screen for small molecules that induce genotoxicity in human embryonic kidney (HEK293T) cells expressing luciferase-tagged ELG1 | HEK293T ELG1-luciferase reporter, luminescence, 16 h | Potency, µM (titrated, usually from 46 µM), for inactives: top-dose activity change, positive = activation, usual class: activators | 330,000 tested, 1.3% active | AID 504466, 2011; also: % of control where 0% means no effect; nearly all actives have a fitted effect of over 60% in size
#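 Screening used a luciferase reporter fused to human ELG1 in HEK293T cells. Luminescence was read on a CCD plate imager after 16 hr exposure and 30 min ONE-Glo incubation.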
# NPC1 promoter act: qHTS Assay for NPC1 Promoter Activators | 320,000 tested, 2.4% active | Huh7 NPC1 promoter luciferase reporter, 24 h | AID 485313, 2010 | Potency, µM (top dose mostly 9.22 µM), for inactives: at the highest dose activation, hits mostly activators;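 also: % of control where 0% means no effect; nearly all actives have a fitted effect of over 60% in size; reporter is driven by a mutant NPC1 promoter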
#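 Quantitative HTS used a cell-based reporter: Huh7 cells stably bearing the NPC1 promoter upstream of luciferase were treated with compounds for 24 h, and promoter activation was read as luminescence.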
# CXXC DNA block: qHTS Fluorescence Polarization Assay for Inhibitors of MLL CXXC domain - DNA interaction; AID 2662, 2010; 290,000 tested, 0.037% active; MLL-CXXC / FITC-HOXA9 DNA fluorescence polarization; Potency, µM (top dose mostly 115 µM), for the others: at the top dose activity change, negative = inhibition, usual class: inhibitors; active = well fitted inhibition curve with a large enough effect in the polarisation, with a control signal flat, not every such curve was filed as active; inconclusive = small, poorly fitted or top-dose-only effect, or effect the other way, or a change in a side signal; inactive = no such curve, though single readings can be large or run the other way; the % refers to the polarisation
#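 Steps: dispense CXXC domain solution (7 uM) → pin compounds or unlabeled HOX-A9 DNA control → 5 min ambient → add FLSN-HOX-A9 solution (50 nM) → spin → 30 min ambient → fluorescence polarization. Tris pH 7.5/NaCl/DTT/BSA buffer.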
# Rab9 promoter act: qHTS Assay for Rab9 Promoter Activators | AID 485297, 2010 | Huh7 Rab9 promoter-luciferase reporter, luminescence, 24 h | Potency, µM (doses to about 9.22 µM), without a hit: at the top dose activation, negative = inhibition, actives largely listed as activators | 320,000 tested, 2.8% active; also: % of control where 0% means no effect; nearly all actives have a fitted effect of over 60% in size
#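 Huh7 cells stably carrying a Rab9 promoter-luciferase reporter, 1500 cells per well in OP-MEM I with 10% FBS, treated with compound 24 hours at 37C. Luciferase activity read by luminescence after 10 minutes with Amplite reagent.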
# MBNL1-CUG inh: qHTS Assay for Inhibitors of MBNL1-poly(CUG) RNA binding; Muscleblind-like protein 1 (Homo sapiens), Q9NR56; 280,000 tested, 0.036% active; TR-FRET MBNL1-His/biotin-(CUG)12 binding, 665/545 ratio; Potency, µM (top dose mostly 57.5 µM), inactives show at the top dose activity change, negative = inhibition, usual class: inhibitors; AID 2675, 2010; active = well fitted inhibition curve with a large enough effect in the signal ratio, with a control signal flat, not every such curve was filed as active; inconclusive = small, poorly fitted or top-dose-only effect, or effect the other way, or a change in a side signal; inactive = no such curve, though single readings can be large or run the other way; the % refers to the signal ratio; also: % is scaled to controls: 0 for no effect and ±100 for the full control effect
#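 Inhibition of protein-RNA binding appears as loss of TR-FRET between terbium anti-His antibody on MBNL1-His and streptavidin-XL665 on biotin-(CUG)12. Activity is normalized to buffer-only and uninhibited-complex controls.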
# RORg inh: qHTS for inhibitors of ROR gamma transcriptional activity. Nuclear receptor ROR-gamma (Mus musculus), P51450. Potency, µM (titrated, usually from 53.6 µM), for the others: at the top dose activity change, negative = inhibition, most hits filed as inhibitors. Drosophila S2 Gal4-RORgamma UAS-luciferase reporter, 20 h. AID 2551, 2010. 310,000 tested, 5.4% active; also: % is scaled to controls: 0 for no effect and ±100 for the full control effect; nearly all actives have a fitted effect of over 60% in size
# Target sequence (P51450 whole entry, looked up, the tested form may be a part): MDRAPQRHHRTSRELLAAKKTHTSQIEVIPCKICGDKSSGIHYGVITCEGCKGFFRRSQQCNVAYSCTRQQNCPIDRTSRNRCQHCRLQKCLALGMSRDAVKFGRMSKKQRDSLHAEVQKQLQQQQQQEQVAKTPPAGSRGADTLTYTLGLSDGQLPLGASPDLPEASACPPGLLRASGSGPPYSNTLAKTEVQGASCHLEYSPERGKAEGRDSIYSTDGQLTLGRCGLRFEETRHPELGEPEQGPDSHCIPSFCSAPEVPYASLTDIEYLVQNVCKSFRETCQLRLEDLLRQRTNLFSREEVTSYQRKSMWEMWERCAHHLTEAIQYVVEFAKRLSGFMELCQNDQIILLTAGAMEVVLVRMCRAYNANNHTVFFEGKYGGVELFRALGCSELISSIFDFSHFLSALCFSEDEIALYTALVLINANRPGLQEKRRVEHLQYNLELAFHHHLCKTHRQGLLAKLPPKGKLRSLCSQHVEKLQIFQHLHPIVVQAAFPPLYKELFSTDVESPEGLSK
#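 A Gal4/UAS one-hybrid system in insect cells: metallothionein-promoter Gal4–ROR gamma fusion plus Photinus luciferase reporter. Copper sulfate 700 uM final, 20 hr ambient incubation, luminescent detection after 10 min with reagent.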
# p53 reactivator: qHTS assay for re-activators of p53 using a Luc reporter | H1299 p53-A138V BP100-luciferase reporter, luminescence, 24 h | Potency, µM (top dose mostly 92.2 µM), inactives show top-dose activity change, positive = activation, hits mostly activators | 320,000 tested, 0.063% active | AID 504706, 2011; also: % of control where 0% means no effect; nearly all actives have a fitted effect of over 45% in size
#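 p53-null H1299 cells stably carrying temperature-sensitive p53-A138V and a BP100-luciferase reporter were pinned with compounds (4-point, 1:5 series) and held 24 hrs at 37 deg C. Luminescence was read 10 min after detection reagent.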
# uPA generation: qHTS for Inhibitors of Cell Surface uPA Generation; Potency, µM (titrated, usually from 38.3 µM), for the others: at the top dose activity change, negative = inhibition, usual class: inhibitors; cell surface uPA generation assay, qHTS; AID 540303, 2011; 330,000 tested, 0.31% active; active = well fitted inhibition curve with a large enough effect; inconclusive = small, poorly fitted or top-dose-only effect; inactive = no such curve, though single readings can be large or run the other way; tested in mouse RAW 264.7 cells; also: % is scaled to controls: 0 for no effect and ±100 for the full control effect; nearly all actives have a fitted effect of over 55% in size
# VP16 counter: VP16 counterscreen qHTS for inhibitors of ROR gamma transcriptional activity; Drosophila S2 Gal4-VP16 UAS-luciferase, luminescence, 20 h; Potency, µM (highest dose often 53.6 µM), for the others: at the highest dose activity, negative = inhibition, usual class: inhibitors; 310,000 tested, 3.5% active;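 also: Gal4-VP16 expression switched on by copper sulfate through the metallothionein promoter; % is scaled to controls: 0 for no effect and ±100 for the full control effect; nearly all actives have a fitted effect of over 50% in size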
# BRCA1 expr act: qHTS Assay to Identify Small Molecule Activators of BRCA1 Expression. AID 624202, 2012. Potency, µM (titrated, usually from 46.1 µM), inactives show at the highest dose activation, usual class: activators. 380,000 tested, 1.1% active. MCF7-BRCA1-FFLuc reporter, luminescence, 48 h; response scale: scaled: vehicle 0%, 10 µM genistein 100%; also: nearly all actives have a fitted effect of over 80% in size; some results filed as inactive show a strong effect at the top dose
#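 Quantitative HTS in MCF7 cells stably reporting BRCA1 expression via firefly luciferase. Compound treatment lasts 48 h at 37 °C in phenol-red free MEM. Activation is expressed relative to genistein at 10 microM and DMSO.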
# Numbers without * were called inactive; ? = inconclusive; / = not tested or not shown; ! = not active in a repeat; [ ] = dose if it differs, or a comment. Unless noted, calls follow the shape of the dose curve; as a rule, active = well fitted curve in the direction sought with a large enough effect; inconclusive = small, poorly fitted or top-dose-only effect, or another doubt; inactive = no such curve, though single readings can be large; an effect the other way counts as inactive or inconclusive. Potency is read from the fitted curve at half-maximal effect. A portion of the library, so the mix of outcomes need not match the whole.
no.	molecule	FLuc counter	ELG1 genotoxic	NPC1 promoter act	CXXC DNA block	Rab9 promoter act	MBNL1-CUG inh	RORg inh	p53 reactivator	uPA generation	VP16 counter	BRCA1 expr act
1	CC(=O)N1CCN=C1SCc1ccc(C)cc1	-12%	-1%	0%	3%	-2%	?	5%	7%	-13%	5%	-17%
2	Cc1ccc(SCC(=O)OCC(=O)N(CCC#N)c2ccccc2)cc1C	-2%	0%	0%	/	3%	/	/	0%	5%	/	-3%
3	COc1cccc(CNc2nc(SC)ncc2CO)c1	-2%	-2%	0%	8%	-2%	-13%	26%	-7%	0%	-6%	-13%
4	NC(=O)C1CCN(C(=O)c2cccc(S(=O)(=O)N3CCCC3)c2)CC1	12%	3%	-1%	/	1%	/	/	8%	0%	/	9%
5	CN(Cc1ccc(Cl)cc1Cl)C(=O)CCNC(=O)c1ccco1	-2%	2%	-8%	/	-7%	/	/	-2%	13%	/	4%
6	CC(=O)Nc1ccc(OCC(O)CN2CCN(c3cccc(Cl)c3)CC2)cc1 (configuration not stated)	13%	-2%	0%	-5%	-5%	-4%	20%	-11%	/	2%	-11%
7	Cc1ccccc1CN1CCN(C(=O)c2ccc(F)cc2)CC1	-2%	-5%	0%	-21%	-1%	0%	23%	-56%[inhibitor]	15%	-2%	-4%
8	CCCS(=O)(=O)c1nc(S(=O)(=O)c2ccc(C)cc2)c(N2CCC(C)CC2)s1	1%	-3%	-8%	-1%	0%	3%	-6%	-7%	-11%	-5%	-34%
9	CCOC(=O)c1c(NC(=O)C2C3C=CC(C3)C2C(=O)O)sc2c1CC(C)(C)OC2 (configuration not stated)	-9%	-7%	2%	-9%	-20%	1%	2%	-3%	-1%	-21%	-9%
10	CCn1c2ccccc2c2cc(NC(=O)CC(C)=O)ccc21	-3%	3%	-3%	14%	-9%	-2%	10%	1%	6%	-2%	-11%
11	COc1ccc(OC)c(CNc2ccc3c(c2)nc(C)n3C)c1	-16%	0%	1%	28%	-3%	-6%	/	/	-4%	/	43%
12	CC1=CC(=O)C=C(C)C1=NOC(=O)/C=C\c1ccccc1	?	1%	4%	33%[activator]	11%	/	?	?	-7%	?	15%
13	Nc1ccccc1SCC(O)Cn1ccc2ccccc21 (configuration not stated)	0%	-1%	-2%	-1%	3%	5%	-3%	-2%	-4%	-8%	-5%
14	O=S(=O)(c1ccc(SCCO)nc1)N1CCCC1	-1%	0%	-1%	11%	9%	7%	-4%	1%	1%	0%	29%
15	O=C(Nc1ccnn1C1CCN(C/C=C/c2ccccc2)CC1)C1CCCC1	4%	-1%	2%	-2%	2%	1%	-13%	20%	-4%	-5%	-38%
16	COc1ccc(N(CC(=O)NCc2ccc(C)cc2)S(=O)(=O)c2c(C)nn(C)c2C)cc1	-2%	1%	2%	-3%	-3%	-10%	36%	1%	-2%	0%	-15%
17	CC(C)CC1NC(=O)N(CC(=O)Nc2ccc3c(c2)CCC3)C1=O (configuration not stated)	0%	1%	-7%	17%	-3%	1%	32%	-7%	-1%	7%	0%
18	O=C(NCc1ccc(Cl)cc1)c1cccc2c1C(=O)N(CC1CCCO1)C2 (configuration not stated)	0%	-12%	-5%	/	2%	9%	37%	0%	-2%	-6%	-14%
19	Cn1c(=O)[nH]c(=O)c2c1nc(N1CCN(c3ccccc3)CC1)n2CCSc1ncccn1	8%	-3%	-3%	8%	-2%	-5%	?	-2%	19%	0%	8%
20	CCOC(=O)c1[nH]ncc1CN1CCN(Cc2ccc(C)cc2)C(CCO)C1 (configuration not stated)	-2%	0%	-2%	-14%	7%	-7%	-13%	-1%	0%	6%	-5%

# Arranged by value in NPC1 promoter act (descending): 3 from the list above.
item	Molecule	NPC1 promoter act	CXXC DNA block	Rab9 promoter act	p53 reactivator	uPA generation	BRCA1 expr act
20	CCOC(=O)c1[nH]ncc1CN1CCN(Cc2ccc(C)cc2)C(CCO)C1 (configuration not stated)	-2%	-14%	7%	-1%	0%	-5%
19	Cn1c(=O)[nH]c(=O)c2c1nc(N1CCN(c3ccccc3)CC1)n2CCSc1ncccn1	-3%	8%	-2%	-2%	19%	8%
17	CC(C)CC1NC(=O)N(CC(=O)Nc2ccc3c(c2)CCC3)C1=O (configuration not stated)	-7%	17%	-3%	-7%	-1%	0%

# Continuation:
no.	molecule	FLuc counter	ELG1 genotoxic	NPC1 promoter act	CXXC DNA block	Rab9 promoter act	MBNL1-CUG inh	RORg inh	p53 reactivator	uPA generation	VP16 counter	BRCA1 expr act
21	CC(NC(=O)c1ccc2c(c1)OCCO2)C(=O)O (configuration not stated)	-11%	1%	3%	-9%	3%	-1%	5%	4%	1%	4%	6%
22	N#Cc1nc(Cc2ccccc2)oc1N1CCC(Cc2ccccc2)CC1	-14%	-1%	-2%	-5%	-4%	2%	?	0%	4%	14%	-1%
23	CCN(Cc1ccccc1)C(=O)COC(=O)c1cnc(C)cn1	-1%	0%	0%	0%	4%	6%	2%	-1%	-13%	-7%	-12%
24	CCNC(=S)Nc1ccc(N2CCCCC2)cc1	-14%	15%	26%	-3%	25%	0%	13µM*	29%	/	-68%	?
25	Oc1ccc(C[C@@H]2CNCCN2CC2(c3ccccc3)CC2)cc1	1%	-1%	-1%	/	-3%	/	/	-5%	-14%	/	-11%
26	COc1ccc([N+](=O)[O-])cc1/C=N/NC(=O)/C(=C\c1cccs1)NC(=O)c1ccccc1	-16%	-8%	0%	13%	4%	?	37%	7%	0%	0%	-36%
27	O=C(CN1CCOC1=O)N1CCCC(Nc2ccc(F)c(F)c2)C1 (configuration not stated)	-3%	0%[9.26 µM]	0%	6%	-1%	-2%	28%	7%	1%	-5%	5%
28	COCc1nnc(NC(C)=O)s1	0%	1%	0%	-2%	-4%	-2%	-11%	5%	4%	3%	-3%
29	O=S(=O)(Cc1cc(NCc2ccccc2)nc(-c2ccncc2)n1)c1ccccc1	-1%	-2%	-1%	-5%	0%	-6%	8%	0%	-5%	-12%	-8%
30	O=C(N/N=C/c1ccccc1)c1c(O)c2ccccc2[nH]c1=O	?	13%	1.8µM*	2%	1.4µM*	-7%	?	?	5%	-10%	9%
31	CN(C)c1ccc(NC(=O)c2ccc(COc3cccc(Cl)c3)o2)cc1	9.5µM*	?	20%	-5%	29%	1%	31%	?	-4%	-3%	?
32	CCN1CCN(S(=O)(=O)c2cc(C)c(OC)cc2C)CC1	-2%	0%	-2%	0%	-1%	-11%	-36%[0.365 µM]	-10%	/	/	?
33	COc1ccc(S(=O)(=O)N(C)CC(=O)N2CCCCC2)cc1Cl	-2%	5%	0%	-4%	-2%	0%	5%	-2%	-1%	12%	-8%
34	CCc1nnc(NC(=O)CCC(=O)N2CCN(Cc3cc(Cl)ccc3OC)CC2)s1	-1%	-9%	2%	-1%	6%	-10%	31%	-5%	0%	0%	-24%
35	O=C1CSC(c2ccc([N+](=O)[O-])cc2)N1C1CCCCC1 (configuration not stated)	4%	0%	-6%	-8%	-2%	?	4%	2%	-17%	-3%	-27%
36	Cc1ccc(C(=O)Nc2nnc(S(=O)(=O)N3CCCCCC3)s2)cc1	9.5µM*!	15%	-3%	-3%	0%	1%	2%	/	-3%	6%	39%
37	Cc1n[nH]c(C)c1S(=O)(=O)N1CCCC(C(=O)NC2CCCCC2)C1 (configuration not stated)	1%	-3%	0%	-6%	3%	-1%	41%	0%	-5%	-2%	-7%

# Some entries already given, limited to RORg inh:
nr	compound	RORg inh
32	CCN1CCN(S(=O)(=O)c2cc(C)c(OC)cc2C)CC1	-36%[0.365 µM]
33	COc1ccc(S(=O)(=O)N(C)CC(=O)N2CCCCC2)cc1Cl	5%
